# Mm-Cpn inhibitor = inhibitors of Methanococcus maripaludis chaperonin (MmCpn); hit rate 0.031% among 330,000; AID 504842; purified Mm-Cpn ATPase, ADP Transcreener TR-FRET; Potency, µM (series often up to 76.9 µM), for inactives: at the top dose activity, negative = inhibition, usual class: inhibitors; further: potency means the concentration at half of the fitted maximal effect; on the % scale 0 is the no-effect control and ±100 the full control effect; nearly all actives have a fitted effect of over 80% in size
#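 Measured: ADP formation by purified Mm-CPN. Conditions: 25 nM protein, 10 uM ATP, Tris pH 7.4 with Mg2+, K+ and DTT, 37°C for 30 min. Detection: Transcreener HTRF after 30 min at room temperature.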
# pAkt inh = inhibitors of Akt phosphorylation; Neuro2A IGF-stimulated pAkt S473 HTRF, 20 min; active compounds read low; activity change, % for hits at 50 µM; hit rate 0.32% among 360,000; AID 651550; in the data active means activity change below about -80%; inconclusive means mostly about -51% to -80%; further: on the % scale 0 is the no-effect control and ±100 the full control effect
#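 Neuro2A cells (4,500/well, DMEM with 0.5% FBS) were treated with compound at a single 50 µM final concentration, stimulated with 6 nM IGF for 20 min at 37 °C, and lysed. Phospho-Akt Ser473 was read by HTRF as 665/615 ratio ×10^4.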
# A549 viability = counter-screen for Nrf2 inhibitors: cytotoxicity in A549 cells; hit rate 0.16% among 390,000; A549 ARE-Fluc cells, CellTiter-Fluor viability, 18-24 h; AID 504648; Potency, µM (doses to about 46 µM), for inactives: top-dose activity change, negative = cytotoxicity, actives largely listed as inhibitors; further: potency means the concentration at half of the fitted maximal effect; on the % scale 0 is the no-effect control and ±100 the full control effect
#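 Cytotoxicity counterscreen: CellTiter-Fluor fluorescence was measured in A549 ARE_Fluc cells after 18-24 h of compound exposure in a concentration series. The subsequent BugLite luminescent read reports ARE-luciferase activity.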
# Nrf2 ARE act = activates Nrf2 signaling. hit rate 0.31% among 410,000. AID 624171. AREc32 ARE-luciferase reporter (MCF7-derived line), luminescence, 24 h. Potency, µM (series often up to 46.1 µM), without a hit: top-dose activation, actives largely listed as activators; further: potency means the concentration at half of the fitted maximal effect; % of control where 0% means no effect; nearly all actives have a fitted effect of over 65% in size
#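 Luminescent ARE reporter assay in AREc32_Fluc cells: overnight plating at 37 deg C, 24 hr compound incubation, Steady-Glo added, 30 min RT before reading.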
# TGFb inhibitor = inhibitors of TGF-b signaling. HepG2 CAGA-GFP TGF-b/SMAD3 reporter, GFP fluorescence, 18 h; TGF-beta stimulated, 500 pg/mL final. Potency, µM (top dose mostly 46.1 µM), inactives show at the top dose activity, negative = inhibition, hits mostly inhibitors. hit rate 1.2% among 410,000. AID 588855; further: potency means the concentration at half of the fitted maximal effect; on the % scale 0 is the no-effect control and ±100 the full control effect; nearly all actives have a fitted effect of over 65% in size
#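 Inhibition of TGF-beta-driven CAGA-GFP reporter expression in HEPG2 cells is measured by cellular GFP fluorescence after 18 h stimulation with 500 pg/mL recombinant TGF-beta in 1% FBS medium at 37 degrees C.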
# HepG2 tox = HepG2 cytotoxicity, counter-screen for TGF-b inhibitors | hit rate 0.76% among 410,000 | Potency, µM (top dose mostly 46.1 µM), without a hit: at the highest dose activity change, negative = cytotoxicity, hits mostly cytotoxic | AID 588856 | HepG2 CAGA-GFP viability, ATP luminescence, 18 h; further: potency means the concentration at half of the fitted maximal effect; some results filed as inactive show a strong effect at the top dose
#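 HepG2 CAGA-GFP cells (1000/well, DMEM with 1% FBS) received compound, then TGF-beta at 500 pg/mL final, and were incubated 18 hours at 37 degrees C. Viability was read by CellTiter-Glo luminescence. Media-only wells were set as complete cell-killing and DMSO as no toxicity.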
# CCT chaperon mod = cytosolic chaperonin activity modulation | purified chaperonin ATPase assay, HTRF ADP detection, 30 min | activity change, % (test concentration not listed), hits read low | hit rate 0.3% among 360,000; in the data active means activity change below about -30%; further: on the % scale 0 is the no-effect control and ±100 the full control effect
#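 Nucleotide hydrolysis assay: TRiC at 20–40 nM final (set by batch activity) with 10 uM ATP, 30 min at 37 °C, in presence of 76 uM compound. Detection by competitive ADP HTRF, 30 min ambient.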
# Nrf2 block = inhibitors of Nrf2 signaling; A549 ARE-Fluc reporter, luciferase luminescence, 18-24 h; Potency, µM (titrated, usually from 46 µM), for the others: at the top dose activity change, negative = inhibition, actives largely listed as inhibitors; hit rate 2.1% among 360,000; further: potency means the concentration at half of the fitted maximal effect; on the % scale 0 is the no-effect control and ±100 the full control effect; nearly all actives have a fitted effect of over 60% in size
#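 Concentration-response testing used A549 ARE_Fluc cells at 5000 cells/well. Following an 18-24 h compound incubation, viability was read by fluorescence (Ex 405/Em 525) and luciferase output by luminescence.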
# Abeta yeast res = A-beta toxicity reversal in yeast | yeast expressing A-beta42, growth rescue, OD600, 48 h; response scale: 0% DMSO, 100% iron-clioquinol control | Potency, µM (highest dose often 46.1 µM), for the others: at the top dose growth rescue, actives largely listed as activators | hit rate 0.063% among 410,000 | AID 1347071; further: potency means the concentration at half of the fitted maximal effect; nearly all actives have a fitted effect of over 55% in size
#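 Yeast growth medium received pinned compounds, then yeast cells expressing toxic A-beta were added; plates incubated at 30 C for 48 hr. Growth read as absorbance at 600 nm, normalized to DMSO and equimolar FeCl3 plus clioquinol controls.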
# An asterisk follows results filed as active; i = inactive; ? = inconclusive; . = not tested or not shown; [ ] = remark or other dose. Unless noted, the call rests on the fitted dose curve; in most records, active means well fitted curve in the direction sought with a large enough effect; inconclusive means small, poorly fitted or top-dose-only effect, or another doubt; inactive means no such curve, though single readings can be large; an effect the other way counts as inactive or inconclusive.
Structure	TGFb inhibitor	pAkt inh	Nrf2 block	CCT chaperon mod	A549 viability	Abeta yeast res	HepG2 tox	Nrf2 ARE act	Mm-Cpn inhibitor
Cc1ccc(-n2nc3c(c2NC(=O)c2ccco2)CS(=O)(=O)C3)c(C)c1	-10.4%	i	-5.9%	-0.9	-3.8%	-2.5%	1.8%	-0.5%	-1.3%
COC(=O)CNC(=O)c1ccc(NS(=O)(=O)c2cc([N+](=O)[O-])ccc2Cl)cc1	0.6%	i	-21.4%	-4.8	6.1%	-0.8%	-0.4%	3.8%	-0.1%
Clc1cccc(-c2cccc3nccn23)c1Cl	-24.8%	i	.	-2.4	.	-9.0%	-5.4%	0.4%	.
Clc1ccc(CSc2ncn[nH]2)cc1	?	i	5.2%	0.2	-11.5%	30.9%	-40.1%	0.5%	0.5%
COc1cc(/C=C/[N+](=O)[O-])ccc1OCc1cccc(C(=O)O)c1	?	i	?	-1.8	2.2%	-77.1%[inhibitor]	-39.6%	-1.9%	15.1%
Cc1nn(C)c(C)c1Nc1ccc(N2C(=O)C3C4C=CC(C4)C3C2=O)cc1[N+](=O)[O-] (centres undefined)	-1.8%	i	-3.4%	1.1	1.0%	-10.5%	-96.7%	0.4%	0.9%
CC(=O)c1sc(NC(=O)C2CCN(c3ncnc4sc(C)c(C)c34)CC2)nc1-c1ccccc1	0.9%	i	-10.1%	-2.7	1.3%	20.7%	-11.9%	-0.8%	-22.9%
O=C(O)CSc1ccn(Cc2ccccc2)c1	-2.1%	i	.	-0.3	.	1.6%	-12.6%	-0.9%	.
CCOC(=O)Cc1csc(NC(=O)Nc2cccc(Cl)c2)n1	?	i	?	1.2	-0.8%	-5.0%	-42.7%	5.6%	1.5%
CC1CCN(S(=O)(=O)Cc2ccccc2Cl)CC1	-15.0%	i	4.5%	0.8	4.9%	-4.2%	-79.0%	-1.0%	1.6%
CC1C(=O)N2CCCc3cc(NC(=O)C(=O)NCCCc4ccccc4)cc1c32 (centres undefined)	-3.2%	i	?	-0.5	1.7%	-11.7%	-41.1%	5.2%	-0.8%
FC(F)C(F)(F)Oc1cccc(Nc2nccn3c(-c4cccc5ccccc45)cnc23)c1	-22.0%	i	.	-0.4	.	8.1%	-2.4%	0.3%	.
COC(=O)c1ccc(N=NNc2cccc(Br)c2)cc1	-18.1%	i	?	-1.7	-5.3%	-12.6%	-21.8%	0.5%	0.3%
CC(=O)Nc1ccc(NC(=O)C(C)OC(=O)c2ccc(S(=O)(=O)N3CCCCCC3)cc2)cc1 (centres undefined)	0.3%	i	-6.0%	-0.6	0.8%	-5.2%	-0.3%	10.1%	-3.8%
CCOC(=O)c1c(C)sc(-c2c(-c3ccccc3)[nH]c3[nH]c(=O)[nH]c(=O)c23)c1O	186.3%[activator]	.	18.2%	.	9.0%	-25.9%	-41.0%	11.4%	.
COc1ccc(S(=O)(=O)NN(C)C(=O)c2nn(-c3ccccc3)ccc2=O)cc1	11.5%	i	-13.0%	-2.0	0.5%	2.6%	-7.5%	0.7%	0.6%
Cc1cccc(OCC(=O)N/N=C\c2cn(C)c3ccccc23)c1	?	i	1.2%	-0.5	-2.2%	-10.1%	-74.9%	3.5%	0.3%
CCCCN(C)C(=O)C1CCC(=O)N(c2cc(OC)c(OC)c(OC)c2)C1c1ccc(OC)cc1 (centres undefined)	-3.9%	i	6.2%	-2.9	-1.0%	10.1%	-17.8%	0.0%	-1.1%
O=C(CN1C(=O)S/C(=C\c2cccs2)C1=O)Nc1ccc(O)c(C(=O)O)c1	2.6%	i	4.3%	0.2	-3.2%	-4.6%	21.0%	-0.6%	-3.8%
CCOC(=O)N1CCN(S(=O)(=O)c2ccc(F)cc2)CC1	8.5%	i	?	-0.9	0.8%	-3.3%	6.2%	-0.9%	0.6%
CCOc1ccc(CCNC(=O)CCc2cn(Cc3ccc(F)cc3)c3ccccc23)cc1	?	.	-21.6%	.	1.4%	19.8%	-22.4%	3.1%	.
COc1ccc(CNCc2ccncc2)c(OC)c1	-14.1%	i	3.5%	0.6	-10.0%	0.4%	-18.8%	0.1%	0.8%
COc1ccc(OC)c(S(=O)(=O)N2CCC(c3ccncc3)CC2)c1	-4.3%	.	.	.	-3.2%	-10.3%	-4.6%	-0.3%	.
C/C(=N\NC(=O)CN(c1ccccc1)S(=O)(=O)c1ccccc1[N+](=O)[O-])C(C)(C)C	4.8%	i	11.2%	3.9	-18.1%	1.6%	-9.2%	0.5%	-2.0%
O=C(Nc1cccc(-c2cn3ccccc3n2)c1)c1cc2ccccc2oc1=O	3.3%	i	-5.4%	-60.7*	-2.3%[1.84 µM]	-11.4%	-9.4%	1.8%	-3.9%
COc1cccc(OCC(=O)Nc2ccccc2NC(C)=O)c1	9.8%	i	3.6%	-3.9	-0.9%	-6.0%	6.9%	0.3%	-0.7%
O=C(NC12CC3CC(CC(C3)C1)C2)c1ccccc1	11.0%	i	-0.4%	1.5	-2.1%	15.8%	-4.3%	0.2%	-5.5%
O=C(COc1ccc(Br)cc1)N/N=C1\SCC(=O)N1c1ccc(F)cc1	2.1%	i	-2.1%	-2.4	6.9%	10.5%	-14.1%	-0.5%	0.1%
COc1ccccc1NS(=O)(=O)c1cccc(N2CC(O)=C(c3ccccc3)C2=N)c1	-17.6%	i	-15.9%	1.3	-0.9%	5.8%	14.8%	-0.2%	0.7%
O=C(c1ccccc1)c1ccc(Cn2cc(CCCO)nn2)cc1	?	i	?	0.2	-5.3%	0.4%	-8.9%	2.6%	1.6%

# (more compounds)
Structure	TGFb inhibitor	pAkt inh	Nrf2 block	CCT chaperon mod	A549 viability	Abeta yeast res	HepG2 tox	Nrf2 ARE act	Mm-Cpn inhibitor
CCC/C(O)=C1\C(=O)CC(C)(C)CC1=Nc1ccc(OC)cc1	28.2%	i	?	-5.9	7.3%	17.0%	-0.8%	0.5%	-1.7%
Cc1nn(-c2ccccc2)c(N2CCCC2)c1/C=N/Nc1ccc(S(N)(=O)=O)cc1[N+](=O)[O-]	?	i	-21.8%	-1.6	?	0.9%	-21.3%	-0.5%	0.0%
CCC(C)NCCOc1ccccc1C (centres undefined)	1.3%	i	1.2%	1.3	-2.1%	11.2%	4.1%	-0.9%	2.7%
Cc1c(C(=O)COC(C)(C)C)[nH]c2ccccc12	4.2%	i	.	-3.3	1.5%	17.0%	2.6%	8.8%	0.3%
COc1ccc(NC(=O)C2CCN(S(=O)(=O)c3ccc4c(c3)CCCC(=O)N4)CC2)c(OC)c1	5.3%	.	-32.5%	.	2.8%	-7.2%	-3.1%	0.2%	.
Cc1cccc(CCNC(=O)C2CCN(S(=O)(=O)c3cccc4nsnc34)CC2)c1	-6.7%	i	10.7%	2.1	5.3%	6.5%	2.8%	-0.1%	1.5%
O=C(Nc1ccccc1C(=O)NC(Cc1ccccc1)C(=O)O)c1ccco1 (centres undefined)	1.7%	i	8.4%	-1.4	17.1%	-5.0%	0.3%	2.0%	1.6%
Cc1ccc(C)c(NC(=O)C2CC(O)CN2C(=O)Oc2ccccc2)c1 (centres undefined)	2.3%	i	6.0%	-0.4	0.5%	-9.6%	6.3%	0.2%	-1.5%
O=S1(=O)CC(N2CC=CC2)CN1C1CCCCC1 (centres undefined)	-23.9%	i	.	-1.5	.	-28.9%	-28.8%	0.1%	.
Cc1c(OCC(=O)NCC(O)c2ccccc2)ccc2c3c(c(=O)oc12)CCCC3 (centres undefined)	-18.9%	i	7.8%	-0.2	-2.8%	.	-35.4%	6.0%	-0.3%
c1cc(-c2cccs2)nc(-c2cccs2)c1	6.9%	i	-4.5%	0.9	1.0%	-17.7%	-6.0%	-0.6%	-5.9%
Cc1sc2ncnc(SCC(=O)NC(C)C(C)C)c2c1C (centres undefined)	4.3%	i	?	1.0	-13.8%	1.8%	4.0%	0.2%	-0.9%
COc1ccccc1OCC(=O)Nc1cc(-c2ccc(C)cc2)no1	-16.0%	.	7.5%	.	1.5%	-7.8%	-19.8%	?	.
NCc1cccc(-n2cccn2)c1	-6.5%	i	21.8%	-0.3	2.2%	-5.8%	-6.3%	0.0%	-0.4%
CC(C)C(=O)N1N=C(c2ccc(NS(C)(=O)=O)cc2)CC1c1cccs1 (centres undefined)	3.8%	i	-28.0%	-4.0	?	-10.1%	23.4%	2.9%	1.0%
COc1ccccc1CNC(=O)CCNC(=O)Cn1ccc2ccccc2c1=O	?	i	0.8%	-2.3	-5.2%	-0.8%	-18.9%	0.3%	0.0%
COc1ccccc1C(=O)Nc1sc2c(c1C(N)=O)CCCC2	3.9%	i	1.1%	0.1	-15.6%	-2.5%	-11.0%	15.7%	-1.0%
CC(=O)NCCNC(=O)c1ccc(Cn2c(=O)[nH]c3ccsc3c2=O)cc1	0.0%	i	16.0%	-2.0	-4.6%	8.0%	18.5%	-0.2%	-1.8%
CCOc1ccc(NC(=O)Cn2nnc3c(cnn3-c3ccc(F)cc3)c2=O)cc1	2.9%	i	12.5%	1.7	1.1%	0.3%	21.5%	-0.2%	-0.9%
CN1CCN(c2ccc(C(CC(N)=O)NC(=O)c3ccccc3)cc2[N+](=O)[O-])CC1 (centres undefined)	16.9%	i	4.1%	0.7	-2.4%	-4.1%	0.7%	-0.6%	-3.4%
O=c1[nH]c2ccccc2c(O)c1O	-14.8%	i	-9.8%	-3.3	-12.1%	-17.8%	-9.1%	5.3%	-1.0%
NC(=O)c1ccc[n+](CC(=O)Nc2ccccc2C(=O)O)c1	-3.3%	i	-23.5%	0.1	-3.5%	-1.9%	0.5%	-0.5%	-0.5%

# Bioassay records from PubChem BioAssay.
